# Screens: PubChem BioAssay, National Center for Advancing Translational Sciences (NCATS)
# HttQ103 aggreg – inhibitors of mutant huntingtin aggregate formation in PC12 cells | AID 1688 | PC12 HttQ103-GFP aggregates, Acumen cytometry, 40 h | 220,000 tested, 1.1% active | Potency, µM (series often up to 46.1 µM), for inactives: top-dose activity change, negative = inhibition, usual class: inhibitors; also: potency is read from the fitted curve at half-maximal effect; % is scaled to controls: 0 for no effect and ±100 for the full control effect; nearly all actives have a fitted effect of over 60% in size
#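 PC12/HTTQ103-GFP, ecdysone-inducible; teb 100 nM; cpd qHTS titration; GFP aggregates read on laser cytometer, Ex 488/Em 500-530 nm.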
# HTT cytoprotect – Huntington cell model cytoprotection by ATP luminescence; PC12 HTT-Q103 induced, cytoprotection, ATP luminescence, 40 h; Potency, µM (doses to about 56.4 µM), for the others: cytoprotection (ATP increase), actives largely listed as activators; 230,000 tested, 0.14% active;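 also: potency is read from the fitted curve at half-maximal effect; % of control where 0% means no effect; nearly all actives have a fitted effect of over 45% in size; toxic huntingtin expression switched on by the ecdysone agonist tebufenozide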
#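 Huntington model: PC12 line, ecdysone-inducible HTTQ103 exon1–GFP, tebufenozide 100 nM. Test articles in a dose series. Endpoint luminescence from cellular ATP.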
# CBFb RUNX1 block – CBF-beta/RUNX1 interaction disruption; Potency, µM (highest dose often 59.8 µM), inactives show at the top dose activity, negative = inhibition, actives largely listed as inhibitors; Q01196+Q13951; 230,000 tested, under 10 active; AID 1477; AlphaScreen CBFb-His/RUNX1-biotin binding, biochemical; also: % of control where 0% means no effect
# Target sequence (Q01196 whole entry, looked up): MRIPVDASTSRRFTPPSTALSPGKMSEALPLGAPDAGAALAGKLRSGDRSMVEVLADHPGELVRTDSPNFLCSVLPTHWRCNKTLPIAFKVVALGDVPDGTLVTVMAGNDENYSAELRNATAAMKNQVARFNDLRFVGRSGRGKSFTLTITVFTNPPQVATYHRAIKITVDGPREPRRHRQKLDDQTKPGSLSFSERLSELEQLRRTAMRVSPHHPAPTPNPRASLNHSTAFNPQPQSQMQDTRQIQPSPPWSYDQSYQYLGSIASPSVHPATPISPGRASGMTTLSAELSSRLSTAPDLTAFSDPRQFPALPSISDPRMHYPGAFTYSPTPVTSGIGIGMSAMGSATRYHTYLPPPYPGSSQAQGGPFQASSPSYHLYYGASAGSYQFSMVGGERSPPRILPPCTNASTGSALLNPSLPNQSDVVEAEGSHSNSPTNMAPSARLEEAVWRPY
# Target sequence (Q13951 whole entry, looked up): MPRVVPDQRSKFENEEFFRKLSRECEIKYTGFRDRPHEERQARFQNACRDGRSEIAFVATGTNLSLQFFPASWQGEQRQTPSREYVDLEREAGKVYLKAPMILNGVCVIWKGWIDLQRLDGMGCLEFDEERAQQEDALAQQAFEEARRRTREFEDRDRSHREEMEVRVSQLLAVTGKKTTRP
#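 AlphaScreen proximity signal reports loss of binding between His-tagged CBF-beta and biotin-labelled RUNX1, each at 30 nM. Proteins are pre-associated for 20 minutes, compounds added for 15 minutes, then beads for 90 minutes, all at ambient temperature.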
# IMPase Li inh – membrane-permeable IMPase blocker, potentiated with lithium; CHO-M1 cells, IP1 TR-FRET (IP-One), carbachol + lithium; Potency, µM (series often up to 59.4 µM), for inactives: at the highest dose activity, negative = IMPase inhibition, actives largely listed as inhibitors; 210,000 tested, 0.35% active;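 also: IP1 builds up when IMPase is blocked and the TR-FRET signal falls; potency is read from the fitted curve at half-maximal effect; plate controls were basal vehicle for no effect and high inhibitor control for full effect; nearly all actives have a fitted effect of over 50% in size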
#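 CHO-M1, 2000 cells/well, 16–30 h culture; cpd + low Li+, 30 min 37C; lysis with d2-IP1/Eu-anti-IP1 Ab, 10 min RT; TR-FRET 665/620 ratio and 620 channel; AC50 via Hill.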
# SMN2 splice up – increases expression of the SMN2 splice variant | HEK293 SMN2-luciferase splicing reporter, luminescence, 30-36 h | Potency, µM (doses to about 46.1 µM), for inactives: at the top dose activity change, positive = activation, usual class: activators | 210,000 tested, 2.8% active | AID 1458; also: potency is read from the fitted curve at half-maximal effect; % of control where 0% means no effect; nearly all actives have a fitted effect of over 55% in size
#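 HEK293 cells carry an SMN2 […]–luciferase reporter in which exon 7 inclusion puts luciferase in frame. Cells were plated 10-12 h before compound addition, then incubated 30-36 h at 37C. ONE-Glo luminescence was read; sodium butyrate at 4.5 mM final served as control.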
# Lamin A splicing – changes lamin A minigene splicing in HeLa cells; Potency, µM (top dose mostly 46.1 µM), inactives show top-dose ratio change, negative = inhibition, hits mostly inhibitors; 200,000 tested, 0.01% active; HeLa LMNA splicing GFP/RFP minigene ratio, 48 h; active = well fitted inhibition curve with a large enough effect in the signal ratio, with a control signal flat, not every such curve was filed as active; inconclusive = small, poorly fitted or top-dose-only effect, or effect the other way, or a change in a side signal; the % refers to the signal ratio; also: potency is read from the fitted curve at half-maximal effect; % is scaled to controls: 0 for no effect and ±100 for the full control effect
#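 Read-out is the ratio of GFP to DsRed2 object intensity, acquired by 488 nm laser-scanning cytometry on HeLa lamin A-EGFP minigene reporter cells. Compound incubation 48 hrs at 37 °C in Opti-MEM with 2% FBS; DMSO 0.5% final.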
# Luc counter – blocks Kinase-Glo luciferase, a counter-screen artifact | Kinase-Glo luciferase, ATP luminescence, 8 min | Potency, µM (highest dose often 38.3 µM), for the others: at the highest dose activity change, negative = inhibition, hits mostly inhibitors | 200,000 tested, 0.28% active; also: potency is read from the fitted curve at half-maximal effect; % is scaled to controls: 0 for no effect and ±100 for the full control effect; nearly all actives have a fitted effect of over 60% in size
#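 Recombinant Kinase-Glo luciferase, 10 uM ATP (linear range), luciferin; imidazole pH 7.2 / KCl / MgCl2 / Tween / BSA buffer; 8 min RT; luminescence.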
# * = called active by the depositor; ? = inconclusive; . = no result given; [ ] = remark or other dose. Unless noted, calls follow the shape of the dose curve; as a rule, active = well fitted curve in the direction sought with a large enough effect; inconclusive = small, poorly fitted or top-dose-only effect, or another doubt; inactive = no such curve, though single readings can be large; an effect the other way counts as inactive or inconclusive.
# Under each structure: HttQ103 aggreg	SMN2 splice up	IMPase Li inh	Luc counter	CBFb RUNX1 block	HTT cytoprotect	Lamin A splicing
CN(Cc1nc(-c2cccs2)no1)CC(O)c1ccccc1 (configuration not stated)
    3%	.	4%	-1%	0%	-16%	.
CCN(CC)S(=O)(=O)c1ccc(OCC(=O)NCc2ccco2)cc1
    14%[9.22 µM]	.	.	.	2%	18%[10 µM]	.
Cn1/c(=N/NC(=O)c2ccccc2F)sc2ccccc21
    18%	?	4%	0%	7%	-7%[10 µM]	-5%[46 µM]
COc1cc(OC)cc(C(=O)NC2CCN(C(=O)N3c4ccccc4Sc4ccccc43)CC2)c1
    -3%	-1%	3%[38.3 µM]	-6%	-25%	-60%[inhibitor]	?
CC1=N/C(=C/c2ccc([N+](=O)[O-])cc2)C(=O)N1c1ccc(Cl)cc1Cl
    -3%	-51%[inhibitor]	50%[activator][38.3 µM]	-5%	-10%	25%	4%
CN(C)CCCC1(O)c2ccccc2CCc2ccccc21
    -12%[9.22 µM]	.	28%	-9%	4%	-4%[10 µM]	?
Cc1nnsc1C(=O)N1CCC(C(=O)c2ccccc2)CC1
    -6%[9.22 µM]	.	.	.	-4%	-18%[10 µM]	.
Cc1nc2ccc(NC(=O)Cc3ccc(Br)cc3)cc2s1
    -26%[9.22 µM]	.	.	.	12%	18%[10 µM]	.
CCN(CC)CC(=O)NC12CC3CC(CC(C3)C1)C2
    -6%	8%	29%[38.3 µM]	20%	7%	3%	2%
O=Cc1cnc(N2CCN(c3ccccc3)CC2)s1
    26%	11%	-1%	0%	-6%	-12%	.
C/C=C/C(=O)Nc1nnc(C(C)C)s1
    0%	6%	2%	0%	-2%	-2%[10 µM]	?
COc1ccccc1CNC(=O)CSc1nc2ccccc2c(=O)n1CCCN1CCOCC1
    -14%	-2%	10%	-2%	-1%	4%[10 µM]	11%[46 µM]
CCNC(=S)Nc1cccc(S(=O)(=O)NC2=NCCC2)c1
    -23%	-16%	-8%	4%	1%	-40%[inhibitor]	-1%[46 µM]
C=CC(=O)NCC1OCCc2ccccc21 (configuration not stated)
    -5%[9.22 µM]	-8%	1%	-3%	5%	1%[10 µM]	?
Cc1cc(C)c(OCC(=O)Nc2nc(-c3ccccn3)cs2)c(C)c1
    -30%	-37%[inhibitor]	3%	-1%	?	-83%[inhibitor]	?
O=C(COC(=O)C(Cc1ccccc1)NC(=O)c1ccccc1)c1ccccc1 (configuration not stated)
    -7%	10%	5%	0%	7%	22%[0.074 µM]	-6%
CN(C)c1ccccc1C(=O)N1CCCC(C(=O)c2ccc3ccccc3c2)C1 (configuration not stated)
    32µM*	.	.	.	-12%	9%	.
Cc1ccc(N2CCN(c3ccc(NC(=O)CCC(=O)O)cc3)CC2)cc1
    15%	4%	-2%	-2%	3%	.	7%
Fc1ccc(Nc2ncncc2-c2ccoc2)cc1
    .	.	2%	.	.	-31%[inhibitor]	?
COC(=O)c1cc(-c2ccc(Cl)cc2Cl)n[nH]1
    6%	21%	3%	-1%	3%	.	-4%[46 µM]
CC(=O)Nc1ccc(S(=O)(=O)N2CCN(C)CC2)cc1
    -8%	10%	23%[38.3 µM]	21%	3%	-1%	1%
O=c1c([N+](=O)[O-])c(N2CCOCC2)c2ccccc2n1Cc1ccccc1
    1%[9.22 µM]	.	27%	0%	10%	-12%[10 µM]	.
COC(=O)c1ccc(NC(=O)C23CCC(C)(C(=O)O2)C3(C)C)cc1 (configuration not stated)
    0%	-14%	-14%[38.3 µM]	-1%	8%	-30%	-4%[0.0737 µM]
Cc1ccc(CN=c2c([N+](=O)[O-])nn(-c3cccc(C)c3)n2O)cc1
    -20%	11%	2%	-1%	-9%	-21%	.
C[n+]1ccccc1COc1ccc(C(C)(C)C)cc1
    ?	-43%[inhibitor]	9%	0%	12%	.	?
COc1ccc(-c2nc(-c3ccccn3)nc(N3CCN(C)CC3)c2C#N)cc1
    -6%	?	4%	1%	-6%	-44%[inhibitor]	.
COc1ccc(OCC(O)CNC(=O)c2ccccc2)cc1 (configuration not stated)
    -5%[9.22 µM]	.	.	.	0%	5%[10 µM]	.
CC(C)(C)c1ccc(/C=C/C(=O)NC2CCS(=O)(=O)C2)cc1 (configuration not stated)
    14%	-25%	10%	2%	-3%	-75%[inhibitor]	11%[46 µM]
O=C(Nc1ccc(Cl)cc1C(F)(F)F)c1ccccc1
    -3%	0%	-1%	1%	1%	22%[10 µM]	-2%
Cc1cc(NC(=O)Cn2nc(C(F)(F)F)c3c2CCC3)no1
    18%	-11%	0%[38.3 µM]	-1%	1%	-14%	7%

# Three entries already listed, arranged by molar mass, falling.
# Under each structure: HttQ103 aggreg	SMN2 splice up	IMPase Li inh	Luc counter	CBFb RUNX1 block	HTT cytoprotect	Lamin A splicing
O=C(COC(=O)C(Cc1ccccc1)NC(=O)c1ccccc1)c1ccccc1 (configuration not stated)
    -7%	10%	5%	0%	7%	22%[0.074 µM]	-6%
COC(=O)c1ccc(NC(=O)C23CCC(C)(C(=O)O2)C3(C)C)cc1 (configuration not stated)
    0%	-14%	-14%[38.3 µM]	-1%	8%	-30%	-4%[0.0737 µM]
CN(Cc1nc(-c2cccs2)no1)CC(O)c1ccccc1 (configuration not stated)
    3%	.	4%	-1%	0%	-16%	.

# Later entries.
# Under each structure: HttQ103 aggreg	SMN2 splice up	IMPase Li inh	Luc counter	CBFb RUNX1 block	HTT cytoprotect	Lamin A splicing
CCn1c(C)c(C(C)=O)c(NCc2ccccc2)nc1=S
    8%	3%	3%[38.3 µM]	-5%	7%	-3%	?
CCOc1ccc(CNC(=O)NS(=O)(=O)c2ccc(OC)cc2)cc1
    -12%[9.22 µM]	-5%	2%[38.3 µM]	4%	-1%	-9%[0.074 µM]	6%
CCn1c(SCC(=O)N2CCCC2)nnc1-c1ccc(N)cc1
    -9%	1%	1%	1%	1%	-1%[10 µM]	8%
CC(C)CC(C(=O)Nc1ccc2c(c1)OCCO2)N1C(=O)c2ccccc2C1=O (configuration not stated)
    -11%	6%	-1%[38.3 µM]	-1%	-5%	-31%[10 µM]	-5%
Cn1nc(-c2ccccc2)cc1NC(=O)Nc1ccccc1F
    -4%[9.22 µM]	.	.	.	-18%	7%[10 µM]	.
O=C(COC(=O)/C=C/c1ccccc1Cl)NC(=O)Cc1ccccc1
    -6%	14%	2%	-4%	-10%	-19%[10 µM]	-13%
CC(O)c1c(OCc2ccccc2)ncnc1OCc1ccccc1 (configuration not stated)
    ?	4%	44%[activator][38.3 µM]	1%	?	0%	?
Cn1c(=O)c2c(-c3ccccc3)n(-n3cnnc3)cc2n(C)c1=O
    2%	.	.	.	-5%	-22%	?
Cc1ccc(S(=O)(=O)NCCNc2ccccc2[N+](=O)[O-])cc1
    ?	.	10%	0%	4%	-18%	.
Cc1nc(SCC(=O)Nc2cccc(Cl)c2)n[nH]1
    13%	15%	13%[38.3 µM]	1%	1%	-3%	6%
O=[N+]([O-])c1cc(-c2nc(-c3ccncc3)no2)cc([N+](=O)[O-])c1
    7%	.	-2%	3%	-9%	.	2%
O=c1[nH][nH]c(C(F)(F)F)c1C=Nc1cccc(Cl)c1
    2%	-10%	1%[38.3 µM]	-2%	-1%	-3%	-4%
COc1ccc2oc(=O)c(-c3csc(Nc4ccc(O)cc4)n3)cc2c1
    ?	?	22%	-1%	1%	-20%[10 µM]	?
O=C(Nc1ccc2c(c1)OCO2)C1Cc2ccccc2CN1S(=O)(=O)c1cccs1 (configuration not stated)
    -2%	4%	5%[38.3 µM]	2%	-26%	-5%	7%
COc1cccc(CN2CCN(c3ccc(F)cc3)C2=O)c1
    -12%	.	7%	7%	10%	-25%	.
COc1ccccc1NC(=O)c1sc2nc(Cc3ccccc3)cc(C(F)(F)F)c2c1N
    -23%	12%	9%[38.3 µM]	-6%	23%	-9%	4%
O=C(NCCCN1CCOCC1)c1ccc(Cl)c(S(=O)(=O)N2CCCCCC2)c1
    -1%	-49%[inhibitor]	14%[38.3 µM]	-2%	2%	12%	?
O/N=C/c1ccccc1OCc1ccccc1Cl
    16%	1%	2%[38.3 µM]	-1%	1%	-7%	5%
Cc1nc2cnc(N3CCNCC3)nc2n(CCc2ccccc2)c1=O
    .	.	17%	.	.	1%	-20%
Cc1cc(C)n(-c2nnc(C)n2/N=C/c2ccc(O)cc2)n1
    8%[9.22 µM]	-2%	-3%	1%	0%	-16%[10 µM]	.
CC(C)c1cccc(C(C)C)c1NC(=O)COC(=O)c1ccc(OCC(=O)Nc2cccc(C(F)(F)F)c2)cc1
    -14%	1%	-4%	0%	5%	.	?
C/C=C\C=C\C(=O)N1CC2(CC(c3cccc(NC(=O)COc4ccc(Cl)cc4)c3)=NO2)C[C@H]1C(N)=O (some centres not stated)
    -7%[9.22 µM]	.	.	.	-16%	-6%[10 µM]	.
COC(=O)c1ccccc1N(C)C(=O)C12CCC(C)(C(=O)O1)C2(C)C (configuration not stated)
    5%	13%	9%[38.3 µM]	1%	3%	-3%	-6%
Cc1cc(C)nc(SCc2nnc(SCC(=O)N3CCCc4ccccc43)n2C)n1
    9%	-5%	9%[38.3 µM]	-1%	4%	-17%[10 µM]	1%
CC(C)NC(=O)CCn1nc(-c2ccc(Cl)cc2)c2ccccc2c1=O
    .	9%	1%	-6%	0%	.	?
COc1ccc(-c2[nH]ncc2-c2ccc(Cl)cc2)c(O)c1
    -29%	-12%	-4%[38.3 µM]	1%	-5%	-8%[0.074 µM]	-21%
O=C(NNS(=O)(=O)c1ccc(F)cc1F)C1Cc2c(ccc3ccccc23)O1 (configuration not stated)
    ?	-35%[inhibitor]	0%[38.3 µM]	-1%	-1%	?	7%
O=C(O)c1ccc(N/N=C/c2ccc(-c3ccccc3)cc2)cc1
    31%	4µM*	3%	-2%	-19%	-64%[inhibitor]	?
CC(=O)OC1CCC2(C)C3CCC4(C)C(CC5CCCCC54C(C)=O)C3CC(=O)[C@@]2(O)C1 (some centres not stated)
    .	.	0%	-2%	1%[21.7 µM]	-16%[1.9 µM]	.
Cc1ccc2nc(SCC(=O)N3CCCC3)[nH]c2c1
    23%	11µM*	-4%[38.3 µM]	-4%	2%	-30%	4%
COc1ccc(-c2nsc3c(N4CCCCC4C)ncnc23)cc1 (configuration not stated)
    .	-73%[inhibitor]	1%	-6%	7%	.	.
O=C(CN1C2=NCCCN2c2ccccc21)c1cccc(Br)c1
    4µM*	7%	27%	1%	1%	-97%[inhibitor][10 µM]	-5%
CC1(C)N=C(N)N=C(N)N1c1cccc(CN)c1
    -8%[9.22 µM]	.	.	.	9%	-11%[10 µM]	.
